HRas wt GTP bind: modulators of GTP binding to human HRas wildtype. P01112. GST-Ras wt beads, Bodipy-FL-GTP binding, flow cytometry; actives lie on both sides. GTP binding activity, % at 10 µM. actives 0.14% (n = 190,000);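 active = GTP binding activity at least 20% away from the 100% baseline, either lowered as inhibitor or raised as activator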;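 note: 0% = unlabeled GTP competition control and 100% = no-compound control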
Rab7 wt modul: modulators of GTP binding to dog Rab7 wildtype GTPase; GTP binding activity (percent of control), % at 10 µM; actives 0.055% (n = 190,000); GST-Rab7 beads, fluorescent GTP binding, flow cytometry; actives lie on both sides; untreated = 100%, excess cold GTP = 0%; AID 758;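 active = fluorescent GTP binding to Rab7 beads changed by at least 20 points from the 100% baseline, either direction, mostly lower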;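 note: median green fluorescence of bound Bodipy-FL-GTP per Rab7 bead population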
Bim-Bcl-2: human Bim-Bcl-2 interaction inhibition | inhibition, % at 10 µM | actives 0.06% (n = 190,000) | P10415 | Bead-based flow cytometry, Bim peptide-Bcl-2 binding; in the data active = inhibition above about 40%;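 note: 0% = no compound wells with probe peptide and 100% = reference peptide inhibitor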
Target sequence (P10415 whole entry, looked up): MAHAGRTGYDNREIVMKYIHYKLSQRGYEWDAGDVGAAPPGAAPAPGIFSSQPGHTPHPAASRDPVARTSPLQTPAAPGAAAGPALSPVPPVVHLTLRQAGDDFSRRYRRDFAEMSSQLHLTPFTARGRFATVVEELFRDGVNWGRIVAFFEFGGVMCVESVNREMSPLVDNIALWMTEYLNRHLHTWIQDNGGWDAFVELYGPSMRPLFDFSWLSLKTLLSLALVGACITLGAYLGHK
Bim-Bcl-XL: human Bim-Bcl-XL interaction inhibition. inhibition, % at 10 µM. AID 1007. Bim peptide-Bcl-XL binding, bead flow cytometry, fluorescence. Q07817. actives 0.04% (n = 190,000)
Target sequence (Q07817 whole entry, looked up): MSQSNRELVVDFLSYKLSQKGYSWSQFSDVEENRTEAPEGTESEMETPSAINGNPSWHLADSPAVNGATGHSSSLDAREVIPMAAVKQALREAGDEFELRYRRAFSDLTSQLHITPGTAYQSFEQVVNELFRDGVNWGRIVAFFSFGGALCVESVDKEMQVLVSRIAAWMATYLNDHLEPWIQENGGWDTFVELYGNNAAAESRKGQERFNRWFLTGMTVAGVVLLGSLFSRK
Bim-Bfl-1: inhibitors of Bim-Bfl-1 interaction, human; actives 0.12% (n = 190,000); inhibition, % at 10 µM; Q16548; Bead-based flow cytometry, Bim-Bfl-1 binding inhibition;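 note: 0% = wells without compound plus tracer and 100% = blocker peptide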
Bcl-B Bim block: disrupts Bim peptide binding to human Bcl-B; Q9HD36; bead-based flow cytometry; inhibition, % at 10 µM; actives 0.073% (n = 190,000);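 note: 0% = tracer peptide without compound and 100% = reference inhibitor peptide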
Target sequence (Q9HD36 whole entry, looked up): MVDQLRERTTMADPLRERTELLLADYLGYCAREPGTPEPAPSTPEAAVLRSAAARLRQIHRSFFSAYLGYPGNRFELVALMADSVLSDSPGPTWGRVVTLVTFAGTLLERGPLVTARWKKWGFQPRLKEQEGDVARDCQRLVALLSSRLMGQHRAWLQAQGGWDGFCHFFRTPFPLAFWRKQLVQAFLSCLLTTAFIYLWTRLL
Bcl-W Bim block: inhibitors of Bim-Bcl-W interaction, human. Q92843. bead-based flow cytometry, Bim peptide-Bcl-W binding. inhibition, % at 10 µM. actives 0.02% (n = 190,000);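 note: 0% = bound tracer without compound and 100% = peptide blocker; higher means less fluorescent Bim peptide bound to Bcl-W beads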
Target sequence (Q92843 whole entry, looked up): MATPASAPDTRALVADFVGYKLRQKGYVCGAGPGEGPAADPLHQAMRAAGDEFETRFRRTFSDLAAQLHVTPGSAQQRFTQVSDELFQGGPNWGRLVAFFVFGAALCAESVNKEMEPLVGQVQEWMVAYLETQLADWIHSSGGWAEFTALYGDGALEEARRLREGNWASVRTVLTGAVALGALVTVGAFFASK
Rac1 wt GTP bind: human Rac1 wildtype GTP binding, inhibitors and activators; P63000; GST-Rac1 beads, fluorescent GTP binding, flow cytometry; actives lie on both sides; 0 = cold GTP competed, 100 = untreated; GTP binding activity (% of control), % at 10 µM; actives 0.27% (n = 190,000); AID 757;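 active = GTP binding activity at least 20 points away from the 100% control level, either lower or higher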
Cdc42 wt GTP: modulators (inhibitors or activators) of GTP binding to human Cdc42 wildtype | GST-Cdc42 beads, Bodipy-GTP binding, flow cytometry; actives lie on both sides | percent activity (GTP binding), % at 10 µM | actives 0.2% (n = 190,000);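 active = percent activity GTP binding at least 20 points away from the 100% baseline, either down as inhibitor or up as activator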;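 note: median bead fluorescence of bound Bodipy-FL-GTP at 100 nM; 0% = excess unlabeled GTP control and 100% = no compound control; below 100% means less GTP binding so inhibitor and above means activator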
Target sequence (P60953 whole entry, looked up): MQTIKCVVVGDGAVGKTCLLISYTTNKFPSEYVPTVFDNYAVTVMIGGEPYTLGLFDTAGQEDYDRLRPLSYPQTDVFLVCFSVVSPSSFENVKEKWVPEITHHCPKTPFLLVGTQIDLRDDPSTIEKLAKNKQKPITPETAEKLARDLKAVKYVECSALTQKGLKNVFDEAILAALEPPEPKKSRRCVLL
Rab2A wt mod: changes GTP binding to wildtype dog Rab2A, up or down; GST-Rab2 wt beads, Bodipy-GTP binding, flow cytometry; GTP binding activity, % at 10 µM; actives 0.19% (n = 190,000); AID 760;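 active = GTP binding activity at least 20 points away from 100%, either lowered or raised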;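 note: 0% = beads with excess unlabeled GTP and 100% = no-compound control corrected for plate trend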
Rac1 act GTP bind: human Rac1 activated mutant GTP binding change; actives 0.11% (n = 190,000); GST-Rac1 activated beads, fluorescent GTP binding, flow cytometry; actives lie on both sides; 100% means binding = to untreated wells; percent activity (GTP binding), % at 10 µM; P63000;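 active = GTP binding at least 20 percentage points away from the 100% baseline, in either direction, so actives lie on both sides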
An asterisk follows results filed as active. Cut-off read from the data, not from the text of the source, unless noted: active = inhibition above about 40%.

item | HRas wt GTP bind | Rab7 wt modul | Bim-Bcl-2 | Bim-Bcl-XL | Bim-Bfl-1 | Bcl-B Bim block | Bcl-W Bim block | Rac1 wt GTP bind | Cdc42 wt GTP | Rab2A wt mod | Rac1 act GTP bind | Structure
1 | 97 | 96 | 0 | -4 | 0 | -3 | -1 | 97 | 96 | 95 | 98 | CCn1cc(C=O)c2cc(S(=O)(=O)N3CCOCC3)ccc21
2 | 100 | 99 | -4 | -5 | -11 | -4 | -1 | 100 | 101 | 102 | 96 | COc1ccc(C2(CNC(C)=O)CCOCC2)cc1OC
3 | 93 | 96 | 0 | -4 | 0 | -5 | -8 | 92 | 90 | 92 | 91 | N#CC1=C(N)OC2=C(CC/C2=C\c2ccccc2)C1c1ccccc1 (stereo not given)
4 | 101 | 99 | 0 | 0 | 0 | -2 | 0 | 100 | 102 | 100 | 98 | CCOC(=O)CN(C(=O)CCC(=O)Nc1cc(C)on1)C(C(=O)NC1CCCC1)c1cccnc1 (stereo not given)
5 | 99 | 98 | -6 | -5 | -9 | -5 | -1 | 99 | 100 | 100 | 96 | Cc1ccc(C)c(NC(=O)c2cc3ccccn3n2)c1
6 | 102 | 98 | -1 | 0 | 0 | 1 | 2 | 102 | 102 | 101 | 100 | Cc1ccc(NC(C(N)=O)c2c(C)[nH]c(=O)[nH]c2=O)cc1 (stereo not given)
7 | 101 | 103 | -1 | -8 | 0 | -11 | -5 | 105 | 103 | 101 | 100 | COC(=O)[C@H](Cc1ccccc1)NC(=O)O[C@@H]1C(=O)c2cc(Br)ccc2O[C@H]1c1cccc(OC)c1
8 | 99 | 94 | 0 | -6 | 0 | -4 | -2 | 104 | 102 | 97 | 98 | Cc1ccc(S(=O)(=O)CCc2nnc(N)s2)cc1C
9 | 95 | 98 | 3 | 3 | 0 | -4 | -2 | 97 | 94 | 94 | 94 | Cc1nn(-c2ccccc2)c(N2CCCC2)c1/C=C1\N=C(c2ccc(OC(C)C)cc2)OC1=O
10 | 101 | 102 | 0 | -4 | 8 | -2 | 1 | 106 | 100 | 101 | 102 | CCOC(=O)c1c(-c2ccc(C)o2)csc1NC(=S)NC(=O)c1cccs1
11 | 101 | 97 | 2 | -7 | -3 | -16 | -6 | 108 | 101 | 101 | 100 | NC(=O)CSc1nnc(-c2ccc(S(=O)(=O)N3CCCC3)cc2)o1
12 | 98 | 98 | -5 | -5 | -1 | -8 | -2 | 96 | 94 | 96 | 97 | COc1ccc(NS(=O)(=O)c2ccc(C)c(NC(=O)c3ccc(C)c(S(=O)(=O)N4CCOCC4)c3)c2)cc1
13 | 99 | 95 | 0 | -16 | -5 | 0 | -2 | 99 | 100 | 98 | 98 | Cc1ccc(NC(=O)CS(=O)CC(=O)Nc2ccc(N3CCOCC3)cc2)cc1Cl (stereo not given)
14 | 99 | 98 | -4 | -15 | -8 | -16 | -17 | 105 | 98 | 98 | 101 | COc1ccc(-c2nc3c4c(ncn3n2)-c2ccccc2CC42CCCC2)cc1
15 | 100 | 98 | 0 | 0 | -3 | 0 | -1 | 100 | 101 | 99 | 98 | COc1ccc(C(=O)NC(=S)NCc2ccccc2)cc1
16 | 101 | 104 | -5 | 0 | -6 | -2 | 1 | 107 | 102 | 102 | 97 | COc1ccc(C(=O)n2nc(-c3ccco3)nc2SC)cc1OC
17 | 99 | 100 | -1 | -5 | -10 | -2 | 2 | 104 | 97 | 100 | 97 | CCCOc1ccc(C(C(=O)OCCN(CC)CC)c2ccccc2)cc1 (stereo not given)
18 | 100 | 95 | -17 | -8 | -21 | -10 | -7 | 105 | 102 | 101 | 98 | COc1ccc(O)c(C(=O)c2cnc3onc(C(C)C)c3c2)c1
19 | 103 | 103 | -4 | -9 | -7 | -5 | 6 | 108 | 105 | 103 | 100 | CCCCCCOC(=O)C(C#N)c1nc2ccccc2nc1N1CCOCC1 (stereo not given)
20 | 98 | 105 | -7 | -2 | -2 | -5 | 0 | 100 | 98 | 100 | 95 | O=[N+]([O-])c1cccnc1NCCc1ccccc1
21 | 96 | 100 | -13 | -15 | -1 | -4 | -7 | 101 | 96 | 99 | 99 | CC1CCN(C(=O)CC2C(=O)Nc3c2c(=O)n(C)c(=O)n3Cc2ccccc2)CC1 (stereo not given)
22 | 91 | 95 | -2 | -5 | 5 | -34 | -1 | 88 | 86 | 89 | 83 | Nc1c(C(=O)NCCc2ccccc2)sc2nc(N3CCOCC3)c3c(c12)CCCC3
23 | 92 | 93 | -3 | -1 | -5 | -2 | -2 | 94 | 90 | 87 | 91 | COc1ccc(NS(=O)(=O)c2cc(NC(=O)c3nn(C)c(=O)c4ccccc34)ccc2OC)cc1
24 | 98 | 102 | -1 | 0 | -4 | -1 | 0 | 99 | 95 | 97 | 94 | CC(C)CNS(=O)(=O)c1ccc(CCC(=O)N2CCN(c3ccccc3)CC2)cc1
25 | 101 | 96 | -3 | -1 | -7 | -1 | 0 | 104 | 103 | 100 | 99 | CC(C)(C)NC(=O)CN(Cc1ccc(F)cc1)C(=O)Cn1nnc(-c2ccc(F)cc2)n1

An excerpt from above, limited to Bim-Bfl-1:
# | molecule | Bim-Bfl-1
23 | COc1ccc(NS(=O)(=O)c2cc(NC(=O)c3nn(C)c(=O)c4ccccc34)ccc2OC)cc1 | -5
22 | Nc1c(C(=O)NCCc2ccccc2)sc2nc(N3CCOCC3)c3c(c12)CCCC3 | 5
10 | CCOC(=O)c1c(-c2ccc(C)o2)csc1NC(=S)NC(=O)c1cccs1 | 8
17 | CCCOc1ccc(C(C(=O)OCCN(CC)CC)c2ccccc2)cc1 (stereo not given) | -10
15 | COc1ccc(C(=O)NC(=S)NCc2ccccc2)cc1 | -3

Back to the main list with the two entries that preceded the break.
item | HRas wt GTP bind | Rab7 wt modul | Bim-Bcl-2 | Bim-Bcl-XL | Bim-Bfl-1 | Bcl-B Bim block | Bcl-W Bim block | Rac1 wt GTP bind | Cdc42 wt GTP | Rab2A wt mod | Rac1 act GTP bind | Structure
24 | 98 | 102 | -1 | 0 | -4 | -1 | 0 | 99 | 95 | 97 | 94 | CC(C)CNS(=O)(=O)c1ccc(CCC(=O)N2CCN(c3ccccc3)CC2)cc1
25 | 101 | 96 | -3 | -1 | -7 | -1 | 0 | 104 | 103 | 100 | 99 | CC(C)(C)NC(=O)CN(Cc1ccc(F)cc1)C(=O)Cn1nnc(-c2ccc(F)cc2)n1
26 | 99 | 98 | -5 | 0 | -1 | -4 | -5 | 96 | 98 | 98 | 96 | CC(C)C(NC(=O)c1ccc(C(C)(C)C)cc1)C(=O)O (stereo not given)
27 | 91 | 90 | -2 | 1 | 0 | 0 | 2 | 98 | 93 | 95 | 95 | CN(CC(=O)Nc1ccc(Cl)cc1)S(=O)(=O)c1cccc2cccnc12
28 | 100 | 98 | 0 | -1 | 0 | -3 | 0 | 103 | 101 | 98 | 100 | Cc1nnc(SCC(=O)NC2CCCc3ccccc32)n1-c1ccccc1 (stereo not given)
29 | 101 | 101 | 2 | 3 | 6 | 0 | 0 | 103 | 102 | 102 | 100 | C=CCn1c(N)c(C(=O)N2CCOCC2)sc1=S
30 | 95 | 96 | -4 | 0 | -5 | 0 | 0 | 99 | 96 | 96 | 96 | COc1ccccc1CCc1nnc(CCC(=O)N(C)Cc2ccncc2C)o1
31 | 97 | 98 | 1 | 1 | -3 | 0 | 1 | 101 | 101 | 99 | 97 | CC1=C(C(=O)N2CCOCC2)C(c2ccccc2F)NC(=O)N1 (stereo not given)
32 | 100 | 103 | -3 | -17 | -6 | -12 | -16 | 102 | 101 | 99 | 99 | COC(=O)[C@@H]1C(c2c(OC)cc(OC)cc2OC)=NO[C@H]1C(=O)OC
33 | 96 | 102 | -2 | 0 | -3 | -2 | 0 | 96 | 99 | 96 | 94 | COc1ccc(CCn2c(C)cc(C(=O)CCl)c2C)cc1OC
34 | 101 | 100 | -4 | -4 | -2 | -8 | -4 | 104 | 96 | 99 | 98 | Cc1ccc(S(=O)(=O)N2CCCCC2)cc1NC(=O)Cc1c[nH]c2ccccc12
35 | 96 | 96 | -4 | -3 | -4 | -4 | -1 | 95 | 98 | 96 | 96 | Cc1cc(C=O)c(C)n1-c1ccc(N2CCOCC2)c([N+](=O)[O-])c1
36 | 98 | 98 | 3 | -4 | 9 | 4 | -4 | 99 | 101 | 98 | 95 | COc1ccc(CCCNC(=O)CC#N)cc1OC
37 | 100 | 100 | -5 | -5 | -8 | -6 | 0 | 102 | 100 | 100 | 98 | COc1ccc2cc(C(c3nnnn3C3CCCC3)N3CCc4ccccc4C3)c(=O)[nH]c2c1 (stereo not given)
38 | 104 | 103 | -7 | -1 | -10 | -6 | 2 | 108 | 106 | 106 | 100 | COC(=O)c1ccc(C2C(C(=O)Nc3ccc(C)cc3C)=C(C)Nc3ncnn32)cc1 (stereo not given)
39 | 96 | 96 | -2 | 0 | 0 | -2 | -2 | 102 | 96 | 98 | 98 | Cc1cc(N2CCN(C)CC2)nc2ccc(NC(=S)N3CCOCC3)cc12
40 | 96 | 98 | -6 | -2 | -15 | -4 | -1 | 98 | 93 | 98 | 97 | COc1ccc(OC)c(NC(=O)Cn2c(=O)oc3ccccc32)c1
41 | 98 | 95 | 7 | 8 | 10 | 12 | 10 | 100 | 97 | 96 | 98 | COc1ccc(-c2ccc(C#N)c(SCC(=O)Nc3sc4c(c3C#N)CCC4)n2)cc1OC
42 | 97 | 102 | -11 | -9 | -20 | -10 | -3 | 100 | 97 | 98 | 96 | COc1c(Br)cc(Br)cc1C(=O)O
43 | 101 | 99 | -2 | 0 | -7 | -4 | 4 | 104 | 102 | 100 | 99 | C/C(=C\C(=O)O)CC(=O)O
44 | 96 | 91 | -3 | -1 | -1 | -5 | -1 | 95 | 95 | 95 | 98 | Cc1ccc(NC(=O)c2cc(-c3ccco3)nc3ccccc23)cc1S(=O)(=O)N1CCOCC1
45 | 98 | 100 | -6 | -2 | -6 | -7 | -1 | 100 | 99 | 98 | 97 | CC1=C/C(=N\NC(=S)NCc2ccccc2)CC1
46 | 100 | 101 | -6 | -5 | -6 | -9 | -2 | 104 | 103 | 101 | 100 | CCOc1ccc(NC(=O)NC2CCOC(C)(C)C2)cc1 (stereo not given)
47 | 99 | 96 | -3 | -3 | 0 | -4 | 2 | 100 | 93 | 96 | 94 | CCc1ccc(N(C(=O)c2snc(C(N)=O)c2N)C(C(=O)NCCC(C)C)c2c[nH]c3ccccc23)cc1 (stereo not given)
48 | 91 | 100 | 0 | 0 | 5 | -42 | -1 | 92 | 89 | 95 | 92 | COc1cccc(OC)c1C(=O)Nc1cccc(-c2nc3ccccc3[nH]2)c1
49 | 96 | 97 | -10 | -5 | -14 | -9 | 0 | 92 | 96 | 96 | 96 | COCCNC(=O)C(c1ccc(F)cc1)N(CCOC)C(=O)CCC(=O)Nc1nccs1 (stereo not given)
50 | 101 | 98 | -4 | -2 | -12 | -5 | 3 | 107 | 100 | 103 | 99 | COc1ccc(CCNC(=O)c2cc(-c3ccccc3OC)on2)cc1OC
51 | 101 | 96 | -8 | -4 | -10 | -5 | -2 | 102 | 101 | 100 | 100 | CN(c1ccccc1C(=O)NC1CC2CCC1C2)S(=O)(=O)c1ccccc1 (stereo not given)
52 | 105 | 101 | -1 | -3 | -1 | -4 | -1 | 103 | 105 | 105 | 103 | O=C(CSc1nc2c(c(=O)n1-c1ccc(Cl)cc1)SCC2)N1CCCC1
53 | 98 | 97 | 10 | 10 | 12 | 15 | 9 | 103 | 99 | 96 | 98 | Cn1c(CN2CCN(C(=O)c3ccccc3Cl)CC2)nc2cc([N+](=O)[O-])ccc21

Screening results from PubChem.
